DT40 TDP1 CPT – qHTS for Inhibitors of human tyrosyl-DNA phosphodiesterase 1 (TDP1): qHTS in cells in presence of CPT; chicken DT40 Tdp1-/-;hTDP1 cells + 20 nM CPT, ATP luminescence, 48 h; Potency, µM (top dose mostly 46.2 µM), inactives show top-dose activity change, negative = growth inhibition, most hits filed as inhibitors; 420,000 compounds, 12% hits; AID 686979, 2013; also: nearly all actives have a fitted effect of over 55% in size
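Chicken DT40 Tdp1-/- cells stably complemented with human TDP1 were seeded at 400 cells/well in medium containing 20 nM camptothecin, exposed to pin-transferred compounds, and grown at 37 °C for at least 48 hr. Viability was read as ATP luminescence.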
KAT2A inh – qHTS Assay for Inhibitors of GCN5L2; Histone acetyltransferase KAT2A (Homo sapiens), Q92830; 390,000 compounds, 0.21% hits; Potency, µM (doses to about 58.9 µM), inactives show at the highest dose activity change, negative = inhibition, most hits filed as inhibitors; GCN5L2 HAT assay, ThioGlo1 CoA-SH fluorescence; AID 504327, 2011
Target sequence (Q92830 whole entry, looked up): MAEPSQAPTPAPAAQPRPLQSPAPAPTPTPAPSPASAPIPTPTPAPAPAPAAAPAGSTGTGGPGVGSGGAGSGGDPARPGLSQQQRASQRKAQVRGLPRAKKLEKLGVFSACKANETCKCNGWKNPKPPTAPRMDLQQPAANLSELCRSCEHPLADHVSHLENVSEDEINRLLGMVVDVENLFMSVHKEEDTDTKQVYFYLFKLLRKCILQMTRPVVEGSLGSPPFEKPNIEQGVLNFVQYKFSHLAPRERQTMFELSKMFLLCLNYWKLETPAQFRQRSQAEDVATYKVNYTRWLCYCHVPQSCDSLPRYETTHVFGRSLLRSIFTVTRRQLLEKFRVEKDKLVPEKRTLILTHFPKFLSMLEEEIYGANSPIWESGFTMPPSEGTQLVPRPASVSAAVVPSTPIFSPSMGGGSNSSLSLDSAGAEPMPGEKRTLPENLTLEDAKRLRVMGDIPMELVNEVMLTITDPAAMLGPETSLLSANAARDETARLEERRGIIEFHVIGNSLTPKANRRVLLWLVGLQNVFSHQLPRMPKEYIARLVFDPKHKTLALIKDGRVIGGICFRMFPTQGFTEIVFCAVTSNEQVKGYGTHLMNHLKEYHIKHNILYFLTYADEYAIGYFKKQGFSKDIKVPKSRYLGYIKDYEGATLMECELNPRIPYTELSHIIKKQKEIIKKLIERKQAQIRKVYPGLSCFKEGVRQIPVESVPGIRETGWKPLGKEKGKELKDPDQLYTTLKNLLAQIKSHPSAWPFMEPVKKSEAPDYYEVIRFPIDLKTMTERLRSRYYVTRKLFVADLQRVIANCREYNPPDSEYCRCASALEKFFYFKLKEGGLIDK
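ThioGlo1-coupled HAT assay: 20nM GCN5L2, 70uM acetyl-CoA, 75uM H3(1-25) peptide, pH 7.5. Fluorescence read at 340/540nm at start and after 20 min at room temperature.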
TDP1 cell noCPT – qHTS for Inhibitors of human tyrosyl-DNA phosphodiesterase 1 (TDP1): qHTS in cells in absence of CPT; 420,000 compounds, 15% hits; Potency, µM (top dose mostly 46.2 µM), for the others: at the highest dose activity change, negative = growth inhibition, actives largely listed as inhibitors; DT40 Tdp1-/- hTDP1 cells, no CPT, ATP luminescence, 48 h; also: nearly all actives have a fitted effect of over 55% in size
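Growth of hTDP1-complemented DT40 Tdp1-knockout cells is measured by ATP luminescence after at least 48 hr compound exposure at 37 °C, with DMSO substituting for the 20 nM CPT used in the parallel screen.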
Active calls of the source: *; ? = inconclusive; nt = not tested or not shown; & = joins results of further samples; [ ] = another dose, or the depositor's remark. Calls follow the shape of the dose curve; as a rule, active = well fitted curve in the direction sought with a large enough effect; inconclusive = small, poorly fitted or top-dose-only effect, or another doubt; inactive = no such curve, though single readings can be large; an effect the other way counts as inactive or inconclusive. % is scaled to controls: 0 for no effect and ±100 for the full control effect; potency is read from the fitted curve at half-maximal effect.

SMILES	DT40 TDP1 CPT	KAT2A inh	TDP1 cell noCPT
CCCOc1c(Br)cc(C(=O)OCC(=O)NC2CC2)cc1OC	-26%	1%	-17%
COc1cccc(CNC(=O)[C@@H]2CCCN2C(=O)[C@@H]2CCCN2C(=O)c2cccs2)c1	-12%	nt	-18%
COc1ccccc1CNc1nccn(-c2ccc(F)cc2)c1=O	?	-23%	-26%
Cc1ccc(-n2cc(CNC(C)c3cnn(C)c3)c(-c3ccc(F)cc3)n2)cc1 (stereo not given)	18µM*	-3%	21µM*
CCCCOc1ccc(NS(=O)(=O)c2ccc(-n3cnnn3)cc2)cc1	-26%	2%	-3%
Cc1cccc(/C=N/NC(=O)C(C)Nc2cccc3ccccc23)n1 (stereo not given)	?	0%	?
CCOC(=O)CN1N=C(/C=C/c2ccc(C)cc2)CCC1=O	-15%	14%	?
CN(CC(=O)O/N=C(\N)c1ccc([N+](=O)[O-])cc1)S(=O)(=O)c1ccccc1	?	-7%	?
CC1SC(c2ccc(Cl)cc2Cl)NC1=O (stereo not given)	-16%	-5%	?
COC(=O)Cc1ccc(NC(=S)NC2CC2)cc1	-6%	4%	4%
C=CCN1C(=O)CSc2ccc(C(=O)OCC)cc21	1%	-14%	-8%
O=C(/C=C/c1cccc([N+](=O)[O-])c1)N1CCN(C(=O)c2ccco2)CC1	26%	-4%	-17%
COCCCNC(=O)CN(c1cc(C(F)(F)F)ccc1Cl)S(C)(=O)=O	0%	-5%	18%
CCN(CC)c1ccc2cc(C=O)c(=O)oc2c1	29µM*	nt	18µM*
CCOc1ccc(NC(=O)CSc2nnc(CC)c(CC)n2)cc1	?	-1%	?
Nc1ncc(-c2ccc([N+](=O)[O-])cc2)cn1	-4%	6%	?
CSc1ccccc1NC(=O)COc1ccc(Cl)cc1	-18%	-5%	-30%
Clc1ccccc1OCCCCN1CCNCC1	-4%	-2%	-28%
CC(C)[C@H](NS(=O)(=O)c1ccccc1)C(=O)OCC(=O)NCc1ccc2c(c1)OCO2	8%	-4%	-18%
Cc1ccc(NS(=O)(=O)c2ccc3[nH]c(=O)oc3c2)cc1Cl	?	-2%	3%
Nc1nc2c(ncn2[C@H]2C[C@H](O)[C@@H](CO)O2)c(=O)[nH]1	4.6µM*	-1%	2.1µM*
Cc1c(C(=O)NCc2ccco2)oc2ccc(Br)cc12	-27%	-29%	-3%
Cc1ccc2oc(C(=O)N(Cc3ccc(N(C)C)cc3)CC3CCCO3)c(C)c2c1 (stereo not given)	?	-7%&-16%	18µM*
Cc1cc(C)cc(NS(=O)(=O)c2ccc3[nH]cc(C(=O)N4CCCCCC4)c(=O)c3c2)c1	-2%	-7%	-22%
Cn1c(=O)c2nnn(/N=C(\c3ccccc3)C3CC3)c2n(C)c1=O	?	-9%	?
SMILES	DT40 TDP1 CPT	KAT2A inh	TDP1 cell noCPT
CCOC(=O)c1cc(-c2ccccc2)n(-c2cccc(C(=O)Nc3ccc(OCC)cc3)c2)c1C	?	-10%	?
CCc1ccc(N2C(=O)/C(=C/c3cccs3)N(CC(=O)OC)C2=S)cc1	-15%	0%	-22%
C/C(CCC(C)C)=N\Nc1ccc(S(N)(=O)=O)cc1[N+](=O)[O-]	?	-9%	?
Cc1noc(/C=C/c2ccc(-c3ccccc3Cl)o2)c1[N+](=O)[O-]	-28%	1%	?
CCOC(=O)Cc1csc(NC(=O)c2ccc(Cl)nc2)n1	?	?	23µM*
O=C(O)c1cccc(NS(=O)(=O)/C=C/c2ccccc2)c1	-7%	1%	-11%
Cc1c(C(=O)N2CCCC2)oc2c1-c1nn(CC(=O)NCc3ccccc3Br)cc1CC2	?	2%	21µM*
COc1ccc2c(c1)c(=O)oc1c(C)c(OC(C)C(=O)N[C@@H](Cc3c[nH]c4ccc(O)cc34)C(=O)O)ccc12 (stereo not given in full)	-1%	-11%	-3%
Cc1cc2nc(C3CCCCC3)c(Cc3ccccc3)n2c(C)c1Br	?	nt	23µM*
COc1ccc(NS(=O)(=O)c2csc(C(=O)N3CCCC3)c2)c(OC)c1	?	-27%	?
CC(CCc1ccccc1)NC(=O)/C=C/c1ccc(Cl)cc1 (stereo not given)	6%	-7%	-20%
Cc1nc2c(c(C)c1CCC(=O)N1CCN(c3ccccc3)CC1)c(=O)n(C)c(=O)n2C	-3%	3%	-28%
CCN(CC)CCNc1nc(-c2ccc(OC(F)F)cc2)c(C)s1	?	-11%	?
CS(=O)(=O)N1CCN(c2ccccc2NC(=O)Cc2ccccc2)CC1	?	-18%	?
COc1ccc(C2N(C(C)=O)CCCN2S(=O)(=O)c2ccc(C)cc2)cc1 (stereo not given)	?	2%	-27%
Cc1sc2nc[nH]c(=S)c2c1-c1ccccc1	?	-6%	?
O=C1NC2(CCCCCC2)C(=O)N1Cc1ccc(Br)cc1	-26%	-3%	3%
CCN(CC(=O)NCc1ccc(F)cc1)S(=O)(=O)c1ccc(C)cc1	-21%	-27%	-2%
O=C1c2ccccc2C(=O)N1CSc1nnc(Nc2ccccc2F)s1	-19%	1%	-8%
CCC(C)[C@H](NC(=O)NCc1ccccc1)C(=O)O (stereo not given in full)	-25%	-7%	-2%
CCOC(=O)Cc1csc(NC(=O)Cc2ccccc2)n1	22%	-1%	?
O=C(NCc1nc(-c2ccc(C(F)(F)F)cc2)no1)Nc1ccc(F)cc1F	14%	-5%	-8%
O=S(=O)(Nc1ccc(-c2cn3cccnc3n2)cc1)c1ccccc1	-4%	-12%	-17%
CN(C(=O)CSc1nc(-c2ccc(C(C)(C)C)cc2)c(C#N)c(=O)[nH]1)C1CCCCC1	-6%	?	11%
Cc1ccc(Cn2c(CCNc3nc(-c4ccc(Cl)c([N+](=O)[O-])c4)cs3)nc3cc(C(=O)NCCCO)ccc32)cc1	10µM*	nt	13µM*
SMILES	DT40 TDP1 CPT	KAT2A inh	TDP1 cell noCPT
CCOC(=O)c1c(C)oc2nc(C)nc(NCc3cccc(Cl)c3)c12	?	3%	21µM*
Cn1c(NCc2ccco2)nc2c1c(=O)n(Cc1ccc(Cl)c(Cl)c1)c(=O)n2C	?	-4%	18µM*
CC(=O)N1CCc2c(sc3c2c(=O)n(-c2ccccc2)c(=O)n3CC(=O)Nc2ccccc2)C1	31%[activator]	-5%	46%[activator]
O=C(Nc1cccc(S(=O)(=O)N2CCCCC2)c1)c1ccc(S(=O)(=O)C(F)F)cc1	?	-9%	?
CC(C)OC(=O)CSc1nc(N2CCOCC2)c2c(c1C#N)CC(C)(C)OC2	2%	-2%	-22%
O=C(Cn1cnc2c(NC(=O)OCc3ccccc3)ncnc21)NCCN1CCOCC1	-10%	2%	-7%
CC(OC(=O)C1CC=CCC1C(N)=O)C(Cl)=C(Cl)Cl (stereo not given)	0%	-9%	-9%
O=c1cc(-c2ccccc2)c2cc(Cl)c3c(c2o1)CN(Cc1ccccc1)CO3	?	-8%	?
CCCCOc1ccc(N2C(=O)CC(N(O)c3ccccc3)C2=O)cc1 (stereo not given)	?	-2%	?
O=C(O)C(Oc1ccc(Cl)cc1)c1ccc(Cl)cc1 (stereo not given)	7%	nt	-12%
Nc1nc(N2CCN(c3ccccc3)CC2)n[nH]1	11%	-7%	1%
OCCNCCOCCOc1ccccc1-c1ccccc1	?	0%	?
Cc1ccc(Nc2c(-c3cccnc3)nc3ccc(Br)cn23)cc1	?	-3%&-13%	?
NC(=O)CC[C@H](NC(=O)c1ccc(F)cc1)C(=O)N1CCN(Cc2ccc3c(c2)OCO3)CC1	-13%	-1%	-24%
C[C@@H]1CN([C@H](C)CO)C(=O)CCCn2nncc2CO[C@@H]1CN(C)S(=O)(=O)c1ccc(-n2cccn2)cc1	1%	nt	-6%
CCc1c(C)nc2nc(SCc3ccccc3)[nH]n2c1=O	8%	0%	?
COc1ccc([C@@H]2C[C@H]3CN(Cc4ccccc4OC)C(=O)[C@]34CCCN24)cc1C	?	-3%	18µM*
CCOC(=O)/C(C#N)=C/c1cccc([N+](=O)[O-])c1	-5%	1%	11%
CCOC(=O)N1CCc2c(sc3c2c(=O)n(CCc2ccccc2)c(=O)n3Cc2ccc(C)cc2C)C1	?	-3%	23µM*
CCCCCc1ccc(-c2cn(CCCOCc3ccccc3)nn2)cc1	?	-2%	22µM*
O=C(c1ccccc1)n1ccc2ccccc21	-19%	-5%	-2%
CCCC(=O)Nc1cc2c3c(c1)CC(=O)N3CCC2	-3%	0%	?
O=C(Cn1nnc(-c2cc(C(F)(F)F)cc(C(F)(F)F)c2)n1)NNC(=S)Nc1ccc(Cl)cc1	4%	-20%	?
O=C(c1nc2ccccn2c1CN1CCN(c2ccccc2O)CC1)N1CCCC1	-2%	-13%	?
COc1ccc(N2C(N)=NC(N)=NC23CCCC3)cc1	?	-19%	1.5µM*
SMILES	DT40 TDP1 CPT	KAT2A inh	TDP1 cell noCPT
Cc1c(C(=O)Nc2cccc(C(F)(F)F)c2)oc2ccc(S(=O)(=O)N(C)C3CCCCC3)cc12	12µM*	-7%	13µM*
CCN(CC)CC(C)CNC(=O)c1cc(-c2ccc(Br)s2)nc2ccccc12 (stereo not given)	8.2µM*	-10%	9.2µM*
CCOc1ccccc1N1CC(c2nc3ccccc3n2CCCOc2ccccc2)CC1=O (stereo not given)	-24%	-8%	?
O=C(c1ccco1)N1N=C(c2ccncc2)CC1(O)C(F)(F)F (stereo not given)	26%	-3%	-10%
CCN1C(=O)c2cccc3c(NC(=O)C(C)(C)C)ccc1c23	-3%	-5%	-2%
Cc1ccc(C(=O)OCC(=O)N2CCc3ccccc32)cc1	-7%	-9%	0%
CCn1c(CN2CCCCC2)nc2cc(NC(=O)COc3cc(C)ccc3C(C)C)ccc21	18µM*	-13%	?
CC12CN(C(=O)c3ccccc3Br)CC(C)(CN(C(=O)c3ccccc3Br)C1)C2=O	12%	-1%	-14%
COc1cc(-c2ncc3ccccn23)cc(OC)c1OC	-17%	-8%	-4%
Cc1ccccc1OCC(=O)N(Cc1nnc(-c2ccc(Cl)cc2)o1)C(C)C	?	-3%	15µM*
CCOC(=O)C1CCN(C(=O)c2oc3ccc4c(c3c2C)C(O)CC2(CCCCC2)O4)CC1 (stereo not given)	?	-11%	?
Cc1sc(NC(=O)c2ccco2)c(CN2CCN(Cc3ccccc3)CC2)c1C	12µM*	-4%	12µM*
C=CCc1c(OC(C)=O)c2ccccc2n(C)c1=O	-22%	0%	-13%
CCNC(=S)N1CCN(CCN=CC2=C(O)CC(c3cccs3)CC2=O)CC1 (stereo not given)	-3%	3%	-12%
COc1ccc(NC(=O)CSc2nc3c(sc4ccccc43)c(=O)n2CCCN2CCCC2)cc1	21µM*	-7%	?
CC(C)Cc1nn2c(=O)cc(CSCC(=O)Nc3ccccc3F)nc2s1	0%	-1%	9%
CCOc1ncccc1C(=O)N(CC)CC(=O)NCc1ccc(F)cc1	-6%	-16%	-10%
Cc1ccc(-n2c(SCC(=O)N3CCCCC3)nc(O)c(Cc3ccccc3)c2=O)cc1	?	-9%	12µM*
CCCC(=O)Nc1cc(-c2cn3cccnc3n2)ccc1OC	-7%	-2%	-5%
C#CCSc1nnc(-c2ccc(O)cc2)o1	-6%	1%	-9%
COc1ccc(NC(=O)CSc2c(C(C)C)cnc3c2c(=O)n(C)c(=O)n3C)c(OC)c1	23µM*	-1%	23µM*

12 successive entries already listed, for reference:
SMILES	DT40 TDP1 CPT	KAT2A inh	TDP1 cell noCPT
Cc1c(C(=O)Nc2cccc(C(F)(F)F)c2)oc2ccc(S(=O)(=O)N(C)C3CCCCC3)cc12	12µM*	-7%	13µM*
CCN(CC)CC(C)CNC(=O)c1cc(-c2ccc(Br)s2)nc2ccccc12 (stereo not given)	8.2µM*	-10%	9.2µM*
CCOc1ccccc1N1CC(c2nc3ccccc3n2CCCOc2ccccc2)CC1=O (stereo not given)	-24%	-8%	?
O=C(c1ccco1)N1N=C(c2ccncc2)CC1(O)C(F)(F)F (stereo not given)	26%	-3%	-10%
CCN1C(=O)c2cccc3c(NC(=O)C(C)(C)C)ccc1c23	-3%	-5%	-2%
Cc1ccc(C(=O)OCC(=O)N2CCc3ccccc32)cc1	-7%	-9%	0%
CCn1c(CN2CCCCC2)nc2cc(NC(=O)COc3cc(C)ccc3C(C)C)ccc21	18µM*	-13%	?
CC12CN(C(=O)c3ccccc3Br)CC(C)(CN(C(=O)c3ccccc3Br)C1)C2=O	12%	-1%	-14%
COc1cc(-c2ncc3ccccn23)cc(OC)c1OC	-17%	-8%	-4%
Cc1ccccc1OCC(=O)N(Cc1nnc(-c2ccc(Cl)cc2)o1)C(C)C	?	-3%	15µM*
CCOC(=O)C1CCN(C(=O)c2oc3ccc4c(c3c2C)C(O)CC2(CCCCC2)O4)CC1 (stereo not given)	?	-11%	?
Cc1sc(NC(=O)c2ccco2)c(CN2CCN(Cc3ccccc3)CC2)c1C	12µM*	-4%	12µM*

Compounds as they come; overall some 18% were active at least once.
